High-throughput results as filed in PubChem BioAssay.
PKM2 act – activators of human pyruvate kinase M2; P14618; purified PKM2, Kinase-Glo ATP luminescence, activation; response scale: 0% is enzyme alone, no compound; Potency, µM (doses to about 57.5 µM), without a hit: at the highest dose activation, actives largely listed as activators; 260,000 compounds, 0.34% hits; AID 1631; also: potency is read from the fitted curve at half-maximal effect; % is scaled to controls: 0 for no effect and ±100 for the full control effect; nearly all actives have a fitted effect of over 55% in size
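hPK-M2, >95% pure; 0.1 mM ADP / 0.5 mM PEP final; imidazole pH7.2 buffer w/ 7 mM MgCl2, 50 mM KCl; 1 h RT; Kinase-Glo lum. Intermediate enzyme activity for dual inhibitor/activator qHTS.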
RORg inh – inhibitors of mouse ROR gamma transcriptional activity; P51450; Potency, µM (titrated, usually from 53.6 µM), for inactives: at the top dose activity change, negative = inhibition, most hits filed as inhibitors; 310,000 compounds, 5.4% hits; Drosophila S2 Gal4-RORgamma UAS-luciferase reporter, 20 h; also: potency is read from the fitted curve at half-maximal effect; % is scaled to controls: 0 for no effect and ±100 for the full control effect; nearly all actives have a fitted effect of over 60% in size
Target sequence (P51450 whole entry, looked up, the tested form may be a part): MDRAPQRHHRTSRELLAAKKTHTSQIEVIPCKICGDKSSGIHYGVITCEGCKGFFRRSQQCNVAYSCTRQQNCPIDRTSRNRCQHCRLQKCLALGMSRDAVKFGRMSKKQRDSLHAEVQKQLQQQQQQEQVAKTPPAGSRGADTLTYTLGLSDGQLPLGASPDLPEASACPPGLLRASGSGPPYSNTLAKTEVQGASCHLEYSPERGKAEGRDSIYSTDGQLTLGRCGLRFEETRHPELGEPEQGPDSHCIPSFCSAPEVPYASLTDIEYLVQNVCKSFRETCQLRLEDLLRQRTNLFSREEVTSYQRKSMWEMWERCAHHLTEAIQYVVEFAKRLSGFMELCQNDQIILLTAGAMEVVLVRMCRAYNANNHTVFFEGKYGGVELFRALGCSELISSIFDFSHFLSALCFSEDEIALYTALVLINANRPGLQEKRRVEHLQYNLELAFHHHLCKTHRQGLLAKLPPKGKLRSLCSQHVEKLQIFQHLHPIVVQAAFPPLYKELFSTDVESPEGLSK
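Luciferase reporter read in Schneider cells carrying Gal4-RORγ (mouse) and UAS-Photinus luciferase; cells given compound 1 h before 700 uM copper sulfate induction, then incubated 20 h at ambient temperature.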
FLuc modulator – firefly luciferase modulation, counter-screen for miR-21 project | purified FLuc, Km substrates, luminescence inhibition | Potency, µM (top dose mostly 57.5 µM), for inactives: at the top dose activity change, negative = inhibition, usual class: inhibitors | 360,000 compounds, 6.9% hits | AID 588342;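 also: potency is read from the fitted curve at half-maximal effect; plate controls were vehicle for no effect and reference inhibitor for full effect; nearly all actives have a fitted effect of over 55% in size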
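Purified P. pyralis luciferase (10nM final) with 10uM D-luciferin and 10uM ATP (Km levels) in 50mM Tris acetate pH 7.5, 10mM Mg acetate, 0.01% Tween-20, 0.05% BSA; qHTS 6-point titration, ~60 µM downward; luminescence read.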
Giardia kill – kills Giardia lamblia; 340,000 compounds, 0.15% hits; Giardia lamblia trophozoite viability; AID 540267; activity change, % at 7.66 µM, hits read low; in the data active = activity change below about -80%; inconclusive = between about -30% and that limit;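 also: parasites exposed to compound for two days anaerobically before the ATP read; % is scaled to controls: 0 for no effect and ±100 for the full control effect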
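Anaerobic 48 hrs incubation at 37 deg C of 100 trophozoites/well with test compounds; ATPLite 1-Step luminescence, 15-30 min RT, reports cellular ATP as viability.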
Menin-MLL TR inh – menin-MLL binding inhibition, Texas Red mutant peptide; Menin + Texas Red MLL mutant peptide, fluorescence polarization; 270,000 compounds, 0.23% hits; AID 1768; Potency, µM (top dose mostly 61.6 µM), without a hit: at the top dose FP activity change, negative = inhibition, hits mostly inhibitors; O00255; active = well fitted inhibition curve with a large enough effect in the polarisation, with a control signal flat, not every such curve was filed as active; inconclusive = small, poorly fitted or top-dose-only effect, or effect the other way, or a change in a side signal; inactive = no such curve, though single readings can be large or run the other way; the % refers to the polarisation; also: potency is read from the fitted curve at half-maximal effect; % of control where 0% means no effect; many of its hits are not listed in these tables
Target sequence (O00255 whole entry, looked up): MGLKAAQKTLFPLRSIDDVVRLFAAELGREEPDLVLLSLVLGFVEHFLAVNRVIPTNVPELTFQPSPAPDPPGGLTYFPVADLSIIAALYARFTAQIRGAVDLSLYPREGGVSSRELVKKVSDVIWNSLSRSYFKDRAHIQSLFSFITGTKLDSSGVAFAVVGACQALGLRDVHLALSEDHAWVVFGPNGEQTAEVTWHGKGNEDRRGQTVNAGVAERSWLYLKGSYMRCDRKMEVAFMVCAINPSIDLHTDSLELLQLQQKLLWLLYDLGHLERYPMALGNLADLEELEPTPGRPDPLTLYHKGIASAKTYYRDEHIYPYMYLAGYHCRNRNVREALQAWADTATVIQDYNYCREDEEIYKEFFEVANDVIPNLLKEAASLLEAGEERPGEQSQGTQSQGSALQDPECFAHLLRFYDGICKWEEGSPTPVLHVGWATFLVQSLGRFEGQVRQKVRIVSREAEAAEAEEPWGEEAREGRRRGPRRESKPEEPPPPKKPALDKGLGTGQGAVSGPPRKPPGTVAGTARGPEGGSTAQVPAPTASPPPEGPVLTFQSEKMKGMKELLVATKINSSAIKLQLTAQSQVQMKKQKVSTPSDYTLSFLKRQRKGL
ELG1 genotox – genotoxicity induction in ELG1-luciferase HEK293T cells; HEK293T ELG1-luciferase reporter, luminescence, 16 h; Potency, µM (titrated, usually from 46 µM), for inactives: top-dose activity change, positive = activation, hits mostly activators; 330,000 compounds, 1.3% hits; also: potency is read from the fitted curve at half-maximal effect; % of control where 0% means no effect; nearly all actives have a fitted effect of over 60% in size
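Quantitative HTS format in 1536-well plates. HEK293T ELG1-luciferase reporter cells receive test compound and are incubated 16 hr at 37 °C, 5% CO2; ONE-Glo added, 30 min room temperature, then luminescence read.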
p53 reactivator – mutant p53 re-activation in reporter cells; H1299 p53-A138V BP100-luciferase reporter, luminescence, 24 h; Potency, µM (top dose mostly 92.2 µM), without a hit: at the top dose activity change, positive = activation, hits mostly activators; 320,000 compounds, 0.063% hits; AID 504706; also: potency is read from the fitted curve at half-maximal effect; % of control where 0% means no effect; nearly all actives have a fitted effect of over 45% in size
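p53-null H1299 cells stably carrying temperature-sensitive p53-A138V and a BP100-luciferase reporter were pinned with compounds (4-point, 1:5 series) and held 24 hrs at 37 deg C. Luminescence was read 10 min after detection reagent.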
BRCA1 expr act – BRCA1 expression activation | AID 624202 | Potency, µM (series often up to 46.1 µM), for inactives: at the highest dose activation, most hits filed as activators | 380,000 compounds, 1.1% hits | MCF7-BRCA1-FFLuc reporter, luminescence, 48 h; response scale: scaled: vehicle 0%, 10 µM genistein 100%; also: potency is read from the fitted curve at half-maximal effect; nearly all actives have a fitted effect of over 80% in size; some results filed as inactive show a strong effect at the top dose
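MCF7-BRCA1-FFLuc, 2000 cells/well; 2 h attach, 37 °C/5% CO2; compound 48 h; luciferase substrate 15 min; luminescence end-point. Norm. to genistein 10 microM max activation and DMSO; concentration-response curves fitted.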
Rab9 prom act – activates the Rab9 promoter; Potency, µM (series often up to 9.22 µM), without a hit: at the top dose activation, negative = inhibition, usual class: activators; Huh7 Rab9 promoter-luciferase reporter, luminescence, 24 h; 320,000 compounds, 2.8% hits; AID 485297; also: potency is read from the fitted curve at half-maximal effect; % of control where 0% means no effect; nearly all actives have a fitted effect of over 60% in size
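Steps: seed 1500 Huh7 Rab9-luc cells per well, rest 2 h at 37 °C; add compound in DMSO; incubate 24 h; add luciferase reagent, 10 min ambient; read luminescence.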
VP16 counter – Gal4-VP16 reporter inhibition counter-screen; Drosophila S2 Gal4-VP16 UAS-luciferase, luminescence, 20 h; Potency, µM (top dose mostly 53.6 µM), for inactives: at the highest dose activity, negative = inhibition, most hits filed as inhibitors; 310,000 compounds, 3.5% hits; AID 2546;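 also: Gal4-VP16 expression switched on by copper sulfate through the metallothionein promoter; potency is read from the fitted curve at half-maximal effect; % is scaled to controls: 0 for no effect and ±100 for the full control effect; nearly all actives have a fitted effect of over 50% in size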
NPC1 promoter act – NPC1 promoter activation; Potency, µM (highest dose often 9.22 µM), for inactives: top-dose activation, hits mostly activators; 320,000 compounds, 2.4% hits; Huh7 NPC1 promoter luciferase reporter, 24 h;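 also: potency is read from the fitted curve at half-maximal effect; % of control where 0% means no effect; nearly all actives have a fitted effect of over 60% in size; reporter is driven by a mutant NPC1 promoter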
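Luminescence from an NPC1 promoter-driven luciferase reporter in stably transfected Huh7 cells was measured after 24 h compound treatment at 37 °C, followed by 10 min ambient incubation with luciferase detection reagent.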
The depositor's hits bear a star; ? = inconclusive; · = no result given; [ ] = another dose, or the depositor's remark. Unless noted, calls follow the shape of the dose curve; as a rule, active = well fitted curve in the direction sought with a large enough effect; inconclusive = small, poorly fitted or top-dose-only effect, or another doubt; inactive = no such curve, though single readings can be large; an effect the other way counts as inactive or inconclusive. The list is partial (hit frequency here may not be typical).

SMILES | PKM2 act | RORg inh | FLuc modulator | Giardia kill | Menin-MLL TR inh | ELG1 genotox | p53 reactivator | BRCA1 expr act | Rab9 prom act | VP16 counter | NPC1 promoter act
CCCOc1ccc(/C=C/C(=O)O)cc1OC | -3.7% | -29.9% | -2.6% | -13.3 | 10.1% | 0.9% | 2.2% | 0.0% | 9.2% | -4.3% | -5.4%
Cc1ccc(S(=O)(=O)NCc2c(-c3ccccc3)noc2C)cc1 | ? | 25.0% | -3.9% | -1.9 | · | -3.3% | -2.1% | -14.3% | 0.9% | 2.2% | -2.1%
C=CCn1c(O)c(/C=C2\C=NN=C2c2ccccc2)sc1=S | 5.0% | -23.9% | -12.9% | 2.5 | · | 0.3% | -3.4% | -8.3% | -0.9% | -1.2% | -2.3%
Cc1ccc(NC(=O)COC(=O)C2=COCCO2)c([N+](=O)[O-])c1 | -0.7% | 20.2% | ? | 22.4 | 9.8% | 2.7% | 8.8% | 35.4% | -4.9% | 3.1% | -14.9%
Cc1ccc2c(c1)nnn2C1CCN(S(C)(=O)=O)CC1 | -1.8% | 6.0% | -0.7% | -18.0 | 1.8% | 5.2% | 0.5% | 62.7% | -3.1% | 9.3% | -1.0%
CCOc1ccc(C(=O)N2CCCC2C(=O)O)cc1 (stereo not drawn) | -4.4% | -25.2% | 3.7% | 6.5 | 7.9% | -2.7% | 11.8% | -1.0% | -0.7% | -10.9% | -3.6%
CC(NC(=O)COc1ccc(N(C)S(=O)(=O)c2ccccc2)cc1)c1ccccc1 (stereo not drawn) | 2.0% | -5.1% | 3.9% | -7.3 | 0.6% | -6.5% | 0.4% | -24.7% | -2.6% | -8.6% | -5.4%
COc1ccc(N2CCN(CC(=O)NC(=O)NC(C)(C)C)CC2)cc1 | -24.8% | 10.0% | 0.3% | 5.6 | -2.9% | -2.4% | -0.1% | -4.4% | -2.5% | -13.2% | -0.4%
CCOc1ccc2nc(NC(=O)Nc3ccccc3)sc2c1 | 3.1% | -44.7% | 0.849µM* | 0.3 | ? | ? | 14.9% | ? | 1.41µM* | ? | ?
CCCCNC(=O)c1ccc2c(c1)N(CC)C(=O)CS2 | -13.2% | -3.6% | -7.9% | -17.2 | 6.9% | -6.3% | -11.3% | -12.0% | -0.6% | -7.3% | 2.4%
N#Cc1c(N)n(-c2cccc(O)c2)c2nc3ccccc3nc12 | -8.7% | -7.6% | -2.5% | -21.2 | · | 0.4% | 1.7% | -10.1% | -8.8% | -0.3% | 2.9%
CC(CC1C(C#N)=C(N)OC2=C1C(=O)CCC2)c1ccccc1 (stereo not drawn) | 2.9% | ? | -0.8% | -4.7 | -0.8% | -7.0% | 2.1% | 8.6% | -0.6% | 18.0%[0.365 µM] | 5.0%
Cc1cc(C(=O)NN=C2C3CC4CC(C3)CC2C4)c2ccccc2n1 | -7.5% | ? | 0.1% | -6.8 | -8.7% | 0.1% | -4.6% | -56.1% | 2.3% | -6.4% | -1.3%
Cc1csc(NC(=O)c2ccc(-c3ccc(Cl)cc3Cl)o2)n1 | -3.9% | ? | ? | -3.4 | -9.7% | 3.8% | -1.1% | 0.3% | 5.9% | ? | 12.5%
CCOC(=O)Cc1csc(NC(=O)c2sc3nc4ccc(CC)cc4cc3c2N)n1 | -18.1% | -1.5% | ? | -18.5 | · | ? | 2.3% | 38.3% | 20.3% | -26.8% | 20.0%
CC1CCN(S(=O)(=O)c2ccc(NC(=O)CSc3ncccc3C(=O)O)cc2)CC1 | ? | -13.0% | 0.2% | 0.4 | -0.1% | -0.3% | 1.5% | 3.6% | 1.5% | -1.1% | 0.0%
NC(=O)c1nsc(C(=O)N(c2ccccc2)C(C(=O)NCC2CCCO2)c2cccs2)c1N (stereo not drawn) | -3.7% | 12.6% | -0.2% | 3.3 | ? | -9.6% | -2.6% | 3.6% | -0.2% | 3.8% | -5.8%
O=C(NCC(c1ccco1)N1CCOCC1)c1ccc([N+](=O)[O-])cc1 (stereo not drawn) | -4.2% | 6.8% | -1.6% | 4.7 | 3.6% | -1.2% | 3.4% | -9.8% | -3.8% | 4.9% | 0.1%
COc1ccc(/C=C/C(=O)NCC(=O)n2nc(C)cc2C)cc1 | -0.7% | -18.8% | -9.6% | -11.9 | · | -0.1% | 7.5% | 2.5% | 1.0% | 9.6% | 0.0%
CCC(C(=O)OC)n1cnc2c(oc3ccccc32)c1=O (stereo not drawn) | · | -0.6% | -18.0% | -1.1 | · | 5.1% | 11.1% | 3.6% | -1.1% | -5.1% | 0.5%
CN(C)c1ccc(/C=N/NC2=NS(=O)(=O)c3ccccc32)cc1 | · | 3.98µM* | ? | 6.0 | ? | 1.4% | 3.1% | -5.4% | 1.8% | 5.62µM* | -3.2%
O=C(NCC(c1ccco1)N1CCCCC1)c1ccc2c(c1)S(=O)(=O)c1ccccc1C2=O (stereo not drawn) | -1.1% | 6.6% | -8.0% | 31.3[activator] | 6.9% | -12.8% | -2.3% | -21.4% | -0.8% | 8.4% | -3.7%
CCCSc1ccc(C(=O)Nc2ccc(Cl)cc2)cn1 | 1.1% | 57.2% | ? | -6.2 | -12.4% | ? | -0.1% | -11.5% | 2.7% | -5.8% | -0.7%
CCN(CC)S(=O)(=O)c1ccc(OC)c(NC(=O)Cn2cnc3c2c(=O)n(C)c(=O)n3C)c1 | -1.8% | 5.2% | -0.4% | 5.8 | 11.8% | -0.5% | -0.6% | -13.4% | 2.1% | -14.2% | -0.6%
CC(C)(C)OC(=O)COc1cc(OCC(=O)OC(C)(C)C)c2c(=O)cc(-c3ccccc3)oc2c1 | 6.5% | -3.9% | -1.3% | -6.2 | 7.5% | -9.0% | -6.8% | -85.4% | 12.4% | 4.5% | -0.2%

Later entries:
SMILES | PKM2 act | RORg inh | FLuc modulator | Giardia kill | Menin-MLL TR inh | ELG1 genotox | p53 reactivator | BRCA1 expr act | Rab9 prom act | VP16 counter | NPC1 promoter act
CCOc1ccc(OCCOc2ccc(/C=C/C(=O)O)cc2OCC)cc1 | -1.3% | ? | ? | -9.6 | -18.2% | -14.8% | -4.2% | -0.5% | -1.3% | 9.8% | -0.4%
Cc1ccc(C(=O)NCCN2C3=NC[C@H](C)N3C[C@H]2Cc2ccc(O)cc2)cc1Br | 0.1% | 0.4% | -0.1% | 6.4 | -24.7% | -3.1% | -3.9% | -28.7% | 0.3% | -5.6% | -3.6%
CC1CN(C(=O)c2ccc(S(=O)(=O)Nc3ccccc3F)cc2)CC(C)O1 (stereo not drawn) | · | · | 0.7% | 10.1 | · | -1.5% | -1.8% | -1.0% | -7.3% | · | -2.4%
CC(C)NC(=O)c1ccccc1S(=O)c1ccccc1C#N (stereo not drawn) | -0.9% | -13.0% | 0.5% | -10.7 | 9.5% | 1.0% | -14.9% | 2.9% | 2.6% | -10.0% | 2.5%
O=C(Cc1cccs1)N/N=C/c1ccccc1 | -0.1% | 22.6% | ? | -12.5 | · | 12.4% | 1.6% | 45.4% | 23.4% | -7.0% | 4.6%
CC1CCCC/C1=N/Nc1ccc([N+](=O)[O-])cc1[N+](=O)[O-] (stereo not drawn) | 13.0% | 27.0% | -5.5% | 6.6 | -0.3% | 10.7% | 3.8% | -10.6% | 1.3% | 7.4% | -2.1%
COc1ccc(N2CCN(CCCn3c(=S)[nH]c4ccccc4c3=O)CC2)cc1 | · | 6.31µM* | 1.2% | -1.6 | -20.3% | -7.9% | 4.2% | 13.1% | -7.2% | ? | -1.1%
CCOc1ccc(C(=O)NCC(c2ccco2)N2CCOCC2)cc1 (stereo not drawn) | · | · | -7.2% | 10.4 | · | -1.1% | -2.7% | -2.7% | -1.8% | · | 4.2%
CN(C)S(=O)(=O)c1ccc(NC(=O)CCNC(=O)c2ccc([N+](=O)[O-])cc2)cc1 | 0.0% | 8.6% | 4.5% | 3.7 | ? | 0.0% | -1.3% | -12.7% | 15.1% | 11.7% | -5.3%
Cc1ccc2ccc[n+](Cc3ccccc3)c2c1 | · | · | 3.8% | 19.5 | · | -5.4% | 13.5% | -45.0% | -27.9% | · | -14.2%
COc1ccc(N2C(=O)CC(SCc3ccc(Cl)cc3)C2=O)cc1 (stereo not drawn) | -2.7% | ? | 1.2% | -19.2 | · | 0.0% | 3.0% | 5.5% | -3.8% | 4.0% | -3.2%
COc1ccc(C(=O)COC(=O)CNC(=O)c2cc(OC)cc(OC)c2)cc1 | 3.6% | 9.9% | -18.3% | 1.3 | 7.6% | 0.6% | -5.5% | -6.8% | -3.9% | -4.4% | 0.4%
